CHO-K1 Ca ag: counter-screen for M1 agonists: effect in parental CHO-K1 cells. Fluo-8 calcium fluorescence; scaled to maximal ATP response, vehicle zero. activation, % at 3 µM. actives 0.48% (n = 360,000). AID 602248; in the data active means activation above about 15%;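 further: untransfected CHO-K1 host cells lacking M1 receptor as counterscreen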
CHO-K1 Ca antag: M1 antagonist counterscreen hit in parental CHO-K1 cells; ATP-induced calcium, Fluo-8 fluorescence; inhibition, % at 3 µM; actives 0.6% (n = 360,000); AID 602250;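 active means inhibition above a per-plate cutoff, the plate's mean sample inhibition plus 3 SD, cut at about 24% in these data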;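 further: 0% = DMSO plus EC80 ATP and 100% = DMSO alone without ATP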
CHO-K1 Ca PAM: M1 PAM counterscreen hit in parental CHO-K1 cells | ATP EC20, Fluo-8 calcium fluorescence; 0% at ATP EC20, 100% at ATP max | activation, % at 3 µM | actives 0.02% (n = 360,000);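 active means activation above the run cutoff, the mean activation of all test compounds plus 3 SD, cut at about 40% in these data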;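 further: peak over basal fluorescence ratio in a 140 s read after ATP addition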
CHO parental Ca: signal in parental CHO cells, OX1R antagonist counter-screen. parental CHO-K1, ATP-induced calcium, Fluo-8 fluorescence. inhibition, % at 5.6 µM. actives 0.63% (n = 330,000). AID 463079;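 active means inhibition above that plate's mean sample inhibition plus 3 SD, cut at about 26% in these data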;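 further: 0% = ATP-challenged DMSO wells and 100% = DMSO wells without ATP; some compounds past the cut are filed as inactive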
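Measured by: calcium-sensitive Fluo-8 fluorescence / Test system: CHO parental line / Controls: ATP-challenged DMSO wells low, unchallenged DMSO wells high / Measure: % inhibition / Compound: single nominal dose of 5.6 µM per compound / Replicates: single well per compound, no replicates / Reagent: ATP as calcium-mobilizing challenge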
TAAR1 antag: antagonists of human TAAR1. Q96RJ0. CHO RD-HGA16 TAAR1, Fluo-8 calcium fluorescence, antagonist. inhibition, % at 3 µM. actives 1.5% (n = 360,000). AID 624466;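 active means inhibition above a per-plate cutoff, the mean inhibition of test compounds on that plate plus 3 SD, cut at about 49% in these data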;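 further: 0% = DMSO plus EC80 beta-PEA response and 100% = DMSO alone without agonist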
Target sequence (Q96RJ0 whole entry, looked up): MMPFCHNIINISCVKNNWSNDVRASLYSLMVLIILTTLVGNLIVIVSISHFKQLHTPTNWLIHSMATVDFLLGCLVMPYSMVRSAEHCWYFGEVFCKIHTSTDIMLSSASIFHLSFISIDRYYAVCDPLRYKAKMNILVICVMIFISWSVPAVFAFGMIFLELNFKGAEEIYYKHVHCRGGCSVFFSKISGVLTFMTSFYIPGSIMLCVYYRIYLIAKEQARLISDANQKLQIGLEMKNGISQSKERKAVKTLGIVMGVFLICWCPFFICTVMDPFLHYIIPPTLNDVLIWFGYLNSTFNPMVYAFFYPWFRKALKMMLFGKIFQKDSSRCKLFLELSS
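Test system: CHO RD-HGA16 cells bearing hTAAR1 | Reagent: β-PEA, EC80 | Compound dosing: 3 µM, single point | Schedule: Dye loading 75 min at 37 °C, then 30 min room temperature | Signal: Calcium fluorescence with Fluo-8 | Evaluation: Percent inhibition of PEA-evoked calcium signal, max/basal emission ratio | Control set: DMSO-only wells and EC80 β-PEA-stimulated wells | Repeats: Singlicate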
M1 ag: human M1 muscarinic receptor agonism. activation, % at 3 µM. CHO-K1 hM1, Fluo-8 calcium fluorescence, agonist mode; 0% DMSO, 100% acetylcholine EC100. actives 0.33% (n = 360,000). AID 588814. P11229;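 active means activation above the run's mean compound activation plus 3 SD, cut at about 16% in these data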;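 further: peak over basal fluorescence ratio within a 140 s kinetic read after compound addition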
OXTR potentiator: potentiates the human oxytocin receptor response | P30559 | CHO-OTR cells, Fluo-8 calcium fluorescence, potentiator mode; 0% = oxytocin EC15, 100% = EC100 | activation, % at 3 µM | actives 0.061% (n = 320,000) | AID 2445;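 active means activation above that plate's cutoff, the mean activation of tested compounds plus 3 SD, cut at about 6.6% in these data, passing the limit was not always enough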;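 further: 100% uses oxytocin at 75 nM as the full agonist control; some results filed as inactive read as strong as hits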
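Assay system: CHO cell line stably expressing human OTR. Reagent: EC15 oxytocin agonist. Dosing: single dose, 3.0 µM nominal final compound concentration. Timing: compound 6 min at room temperature before oxytocin, 100 s read. Signal: kinetic Fluo-8 calcium fluorescence. Controls: oxytocin EC15 low and EC100 high.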
TAAR1 agonist: human TAAR1 agonism. actives 0.99% (n = 360,000). activation, % at 3 µM. CHO RD-HGA16 TAAR1, Fluo-8 calcium fluorescence; vehicle wells 0%, saturating PEA agonist 100%. Q96RJ0. AID 624467;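 active means activation above the mean activation of all test compounds in the run plus 3 SD, cut at about 38% in these data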
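Repeats: no replicates (n 1) | Material: CHO-derived RD-HGA16 cells with stable Gα16 and human TAAR1 | Technique: Kinetic Fluo-8 calcium fluorescence | Schedule: 17-24 h seeding, 75 min 37 °C dye, 30 min RT | Evaluation: % activation from peak over basal fluorescence ratio, DMSO-to-PEA scaled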
V1aR counter: activates human V1a receptor in oxytocin agonist counter-screen. actives 0.25% (n = 320,000). AID 2797. activation, % at 3 µM. CHO-V1R cells, Fluo-8 calcium fluorescence, agonist mode; 0% DMSO, 100% 3 nM vasopressin. P37288;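 active means activation above the mean activation of all tested compounds plus 3 SD, per screening run, cut at about 20% in these data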;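 further: signal is peak over basal fluorescence ratio across a 100 second FLIPR read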
Target sequence (P37288 whole entry, looked up): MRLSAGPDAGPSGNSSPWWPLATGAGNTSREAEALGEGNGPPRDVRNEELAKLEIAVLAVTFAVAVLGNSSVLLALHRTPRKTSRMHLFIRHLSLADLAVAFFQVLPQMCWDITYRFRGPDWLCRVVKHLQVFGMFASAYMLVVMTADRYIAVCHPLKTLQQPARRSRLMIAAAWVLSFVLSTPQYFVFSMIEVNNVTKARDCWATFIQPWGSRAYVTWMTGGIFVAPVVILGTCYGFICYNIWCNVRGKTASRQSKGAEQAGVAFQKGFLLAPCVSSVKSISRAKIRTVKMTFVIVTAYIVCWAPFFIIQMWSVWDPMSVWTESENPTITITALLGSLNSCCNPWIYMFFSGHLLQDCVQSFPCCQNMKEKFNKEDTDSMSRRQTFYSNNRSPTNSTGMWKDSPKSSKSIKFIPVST
The depositor's hits bear a star; / = not tested or not shown.

SMILES	CHO-K1 Ca ag	CHO-K1 Ca antag	CHO-K1 Ca PAM	CHO parental Ca	TAAR1 antag	M1 ag	OXTR potentiator	TAAR1 agonist	V1aR counter
O=C(CCn1c(=S)oc2ccccc21)Nc1ccccc1Br	0.2	4	1	-12	9	-5	-4	0	-1.3
CN(CC(=O)Nc1ccc(N2CCOCC2)cc1)C(=O)Cc1ccccc1	0.6	-13	9	-6	8	-3	-3	3	0.3
COc1ccc(-c2nn(-c3ccccc3)cc2C(=O)NCC(c2cccs2)N2CCOCC2)cc1 (configuration not stated)	0.0	11	-21	-35	-27	-1	-1	2	-1.5
CCOC(=O)C1C(=O)NC(N2CCCCC2)=NC1C(C)C (configuration not stated)	0.3	-9	20	-10	16	-3	-3	6	0.0
NC(=O)[C@@H]1CCCCNc2c(I)cc([N+](=O)[O-])cc2C(=O)N[C@@H](CCC(=O)O)C(=O)N[C@@H](CO)C(=O)N1	0.3	-10	17	-8	16	-4	-7	11	0.7
O=C(CCCN1C(=O)c2ccccc2C1=O)NCc1ccco1	0.0	-2	6	-5	1	-3	4	5	1.0
Cc1ccc(S(=O)(=O)N2CCOCC2)cc1C(=O)NCc1ccco1	0.2	0	-2	-2	-42	-3	-4	-1	0.7
COc1ccc(C(=O)CSc2nnnn2Cc2ccccc2)cc1	-0.1	-15	14	-5	-7	-4	-5	2	-0.5
O=C(C[C@@H]1C[C@H]2c3cc(NC(=O)c4cccnc4)ccc3O[C@H]2[C@H](CO)O1)NCc1ccc(Oc2ccccc2)cc1	1.9	5	6	/	21	-9	/	2	/
CC(=O)c1ccc(N2CCN(C(=O)Nc3ccc(Cl)cc3)CC2)cc1	7.5	-9	-7	-8	14	-14	-29	9	6.5
O=C1CN(c2ccccc2Cl)C(=O)CN1c1ccccc1Cl	-0.2	-2	13	6	1	-6	-7	2	-1.0
O=C(O)c1cccc(S(=O)(=O)N2Cc3ccccc3C2)c1	0.5	-8	14	9	-4	-4	-6	0	-0.7
O=C(Nc1ccccc1C(=O)Nc1ccc2c(c1)OCO2)c1cccs1	-0.5	-7	3	3	25	-3	-9	5	-1.0
NC(=O)CNC(=O)c1ccc(Cl)cc1	0.9	-5	13	0	3	-2	3	9	1.0
N#CCSc1nnc(N)s1	0.4	-23	20	-3	5	-2	-6	-1	-0.1
C[C@H](CO)N1C[C@H](C)[C@@H](CN(C)C(=O)CN2CCOCC2)Oc2ncc(-c3cncnc3)cc2C1=O	-0.3	8	-7	/	-6	-3	/	5	/
C(/CCc1ccccc1)=N\Nc1nc2ccccc2[nH]1	2.0	-12	19	-24	2	-4	-4	19	0.4
CCCCCC1C/C(=N\O)C=C(C)C1C(=O)OC (configuration not stated)	1.6	-4	6	-14	-2	-3	5	-1	-1.1
Cc1nc(NS(=O)(=O)c2ccc(Br)cc2)c2c3c(sc2n1)CCC3	-0.1	6	17	-8	-7	-1	-1	2	1.8
COC(=O)/C(=N/Nc1ccccc1C)N1CCCc2ccccc21	-0.4	-5	10	-33	-8	-4	2	12	-0.5
O=C(Cn1nc(-c2cccc(Cl)c2)ccc1=O)Nc1ccccc1Br	1.6	-10	20	9	-13	-4	-16	3	5.2
CS(=O)(=O)N1CCc2cc(C(=O)N3CCCCC3)ccc21	1.8	-12	18	2	2	-2	0	10	1.8
CN=C1SC(CC(=O)Nc2cccc(Cl)c2Cl)C(=O)N1C (configuration not stated)	-0.5	8	-5	-12	6	-2	-3	12	0.4
c1ccc(-c2cc3ccccc3nc2N2CCCC2)cc1	0.0	-12	14	-19	-1	-5	-3	20	-0.7
CCOC(=O)CSc1nnc(-c2nnc(SCC(=O)OCC)n2CC)n1CC	0.3	-7	1	7	8	0	-4	9	-1.1

Further results follow:
SMILES	CHO-K1 Ca ag	CHO-K1 Ca antag	CHO-K1 Ca PAM	CHO parental Ca	TAAR1 antag	M1 ag	OXTR potentiator	TAAR1 agonist	V1aR counter
COc1cccc(C(=O)N2N=C(c3ccccc3)CC2(O)C(F)(F)F)c1 (configuration not stated)	5.7	-2	18	-25	-24	-12	-3	3	-1.6
COc1ccc(C(=O)NCCCn2ccnc2)cc1	-0.1	-11	-2	-12	4	-4	-10	5	1.5
CC(C)Cc1nnc(NC(=O)CCNC(=O)c2ccco2)s1	1.9	-17	7	-3	-1	-1	-8	2	0.5
N#CCCN(C(=O)Nc1ccc(Cl)cc1)c1ccccc1	6.4	6	15	-7	8	0	-9	6	-0.4
CC[C@@]12C(=O)N(c3cccc(Br)c3)C(=O)N1[C@H](c1ccc(OC)cc1)[C@@H]1C(=O)N(C(C)(C)C)C(=O)[C@@H]12	-0.8	8	-9	-25	22	-4	7	1	0.0
CCOc1ccc(NC(=S)N2C3CCCC2CC(NC(=O)C2CC2)C3)cc1 (configuration not stated)	-0.1	-14	-10	-14	-14	-14	-5	-1	0.5
COC(=O)[C@@H]1C[C@@H](C(=O)O)[C@H](C)C1(C)C	1.3	-17	18	2	2	-3	-3	5	0.6
CCCCC(C(=O)NC1CCCC1)N(C(=O)c1snc(C(N)=O)c1N)c1ccc(C)cc1 (configuration not stated)	-0.3	-4	2	-12	-22	3	-8	0	-0.8
CC(=O)Nc1ccc(S(=O)(=O)NC(C)C(=O)OCC(=O)NC2CCCC2)cc1 (configuration not stated)	0.2	-3	17	4	-22	-6	-2	1	-0.5
Cc1cccc(N2C(=O)C(O)=C(C(=O)c3cccs3)C2c2ccc(F)cc2)n1 (configuration not stated)	-0.3	14	-12	-14	10	-4	-8	3	0.0
COc1ccc(CCNC(=O)c2nnn(CC(=O)Nc3ccccc3)c2N)cc1OC	-0.6	19	-4	-12	-14	-1	-9	1	-0.3
CCn1c(SCC(=O)Nc2ccccc2)nnc1C1CCCCC1	0.7	-1	10	-18	-29	-3	-4	1	0.4
Cc1ccc(S(=O)(=O)n2nnc3ccccc32)c(C)c1C	-0.3	-8	8	-2	18	-4	5	11	0.5
O=Cc1cn(CCC(=O)O)nc1-c1cccc2ccccc12	0.4	-4	14	-3	3	-7	0	4	1.0
O=C(NCc1ccco1)c1cc(S(=O)(=O)N2CCOCC2)c(Cl)cc1Cl	2.0	-17	7	/	-12	-3	/	11	/
COc1ccc(CNc2nn3c(-c4cccc(C(=O)N(C)C)c4)cnc3s2)cc1	3.8	-12	26	/	-8	-3	/	3	/
COc1cc(-c2coc3c(C(=O)NCc4cccc(Cl)c4)cccc23)ccc1O	2.5	-1	6	/	24	4	/	25	/
O=C(NC(=S)Nn1cnc2c(cnn2-c2ccccc2)c1=O)c1ccc(Cl)cc1	0.0	1	25	-6	5	-7	-12	2	0.7
COc1ccc(N2CCN(S(=O)(=O)CCNC(=O)COc3ccc(Cl)cc3)CC2)cc1	3.2	-12	6	-11	-1	0	-13	7	17
CC(=O)Nc1ccc(S(=O)(=O)N(C)CC(=O)Nc2ccccc2N2CCOCC2)cc1	0.3	-15	18	-3	-3	-2	-14	1	0.3
COc1ccc(NC(=O)C2CCCN(C)C2)cc1OCC(C)C (configuration not stated)	-0.2	-4	10	-13	-21	-5	2	5	6.5
Brc1ccc(-c2cnnc(N3CCCC3)n2)cc1	0.5	-18	15	-10	-10	-5	-20	30	-1.3
O=C(Nc1cccc(F)c1)/C(=C\c1ccco1)NC(=O)c1cccs1	0.3	9	-7	-4	-5	-2	-16	6	0.4
CC(=O)Nc1ccc(NC(=O)COC(=O)CCNS(=O)(=O)c2c(Cl)cccc2Cl)cc1	0.7	-8	12	/	9	-3	/	0	/
O=C(CN(Cc1ccc(Cl)c(Cl)c1)S(=O)(=O)c1ccccc1)N/N=C\c1ccc2c(c1)OCO2	0.0	-1	11	-23	/	-2	-9	/	-0.7
O=C(COc1ccccc1)NC(=S)Nc1ccc(Br)cn1	-0.3	-3	-1	-18	-8	-3	-3	3	0.5
Cc1cc(C)cc(NC(=O)CCn2c(=O)c3cccn3c3ccccc32)c1	2.5	2	15	-12	6	-3	-10	4	0.6
COc1ccc(S(=O)(=O)N2CCCCCC2)cc1C(=O)N(C)CCOc1ccccc1	4.3	-9	-12	-23	34	-4	-8	4	2.3
Cc1ccc(/C=C2\SC(=S)N(CCCC(=O)Nc3cccc(C(=O)O)c3)C2=O)cc1	1.2	-10	19	3	7	-2	-7	2	1.6
O=C(Nc1cc(C(F)(F)F)ccc1N1CCOCC1)c1cnccn1	0.3	0	-10	-9	-16	0	-2	0	0.0

Part of the list above in another layout.
Every second line gives: CHO-K1 Ca ag, CHO-K1 Ca antag, CHO-K1 Ca PAM, CHO parental Ca, TAAR1 antag, M1 ag, OXTR potentiator, TAAR1 agonist, V1aR counter
- COc1cccc(C(=O)N2N=C(c3ccccc3)CC2(O)C(F)(F)F)c1 (configuration not stated)
    5.7, -2, 18, -25, -24, -12, -3, 3, -1.6
- COc1ccc(C(=O)NCCCn2ccnc2)cc1
    -0.1, -11, -2, -12, 4, -4, -10, 5, 1.5
- CC(C)Cc1nnc(NC(=O)CCNC(=O)c2ccco2)s1
    1.9, -17, 7, -3, -1, -1, -8, 2, 0.5
- N#CCCN(C(=O)Nc1ccc(Cl)cc1)c1ccccc1
    6.4, 6, 15, -7, 8, 0, -9, 6, -0.4
- CC[C@@]12C(=O)N(c3cccc(Br)c3)C(=O)N1[C@H](c1ccc(OC)cc1)[C@@H]1C(=O)N(C(C)(C)C)C(=O)[C@@H]12
    -0.8, 8, -9, -25, 22, -4, 7, 1, 0.0
- CCOc1ccc(NC(=S)N2C3CCCC2CC(NC(=O)C2CC2)C3)cc1 (configuration not stated)
    -0.1, -14, -10, -14, -14, -14, -5, -1, 0.5
- COC(=O)[C@@H]1C[C@@H](C(=O)O)[C@H](C)C1(C)C
    1.3, -17, 18, 2, 2, -3, -3, 5, 0.6
- CCCCC(C(=O)NC1CCCC1)N(C(=O)c1snc(C(N)=O)c1N)c1ccc(C)cc1 (configuration not stated)
    -0.3, -4, 2, -12, -22, 3, -8, 0, -0.8
- CC(=O)Nc1ccc(S(=O)(=O)NC(C)C(=O)OCC(=O)NC2CCCC2)cc1 (configuration not stated)
    0.2, -3, 17, 4, -22, -6, -2, 1, -0.5
- Cc1cccc(N2C(=O)C(O)=C(C(=O)c3cccs3)C2c2ccc(F)cc2)n1 (configuration not stated)
    -0.3, 14, -12, -14, 10, -4, -8, 3, 0.0
- COc1ccc(CCNC(=O)c2nnn(CC(=O)Nc3ccccc3)c2N)cc1OC
    -0.6, 19, -4, -12, -14, -1, -9, 1, -0.3

Assay outcomes: PubChem, The Scripps Research Institute Molecular Screening Center
